TR SRC2 fluor cs – Total Fluorescence Counterscreen for Inhibitors of the Interaction of Thyroid Hormone Receptor and Steroid Receptor Coregulator 2 | Potency, µM (series often up to 106 µM), for the others: top-dose fluorescence change, negative = quenching | AID 1479, 2009 | TRb/SRC2 Texas Red total fluorescence interference | 0.29% of 280,000 active; active = well fitted curve in either direction with a large enough effect; inconclusive = small, poorly fitted or top-dose-only effect
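Human TRβ ligand-binding domain (0.6 uM) and Texas Red SRC2 peptide (20 nM) in Tris buffer with 1 uM T3 and 5% DMSO were incubated with pinned compound for 5 hr at ambient temperature. Total fluorescence was computed as S + 2P (555/632 nm).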
ALDH1A1 block – qHTS Assay for Inhibitors of Aldehyde Dehydrogenase 1 (ALDH1A1); Aldehyde dehydrogenase 1A1 (Homo sapiens), P00352; Purified ALDH1A1, NADH fluorescence, propionaldehyde substrate; Potency, µM (doses to about 75.3 µM), for the others: top-dose activity, negative = inhibition, hits mostly inhibitors; 7.3% of 220,000 active; AID 1030, 2008; active = well fitted inhibition curve with a large enough effect, not every such curve was filed as active; inconclusive = small, poorly fitted or top-dose-only effect, or another doubt; inactive = no such curve, though single readings can be large or run the other way;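 also: plate controls were no enzyme wells and a reference inhibitor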
Target sequence (P00352 whole entry, looked up): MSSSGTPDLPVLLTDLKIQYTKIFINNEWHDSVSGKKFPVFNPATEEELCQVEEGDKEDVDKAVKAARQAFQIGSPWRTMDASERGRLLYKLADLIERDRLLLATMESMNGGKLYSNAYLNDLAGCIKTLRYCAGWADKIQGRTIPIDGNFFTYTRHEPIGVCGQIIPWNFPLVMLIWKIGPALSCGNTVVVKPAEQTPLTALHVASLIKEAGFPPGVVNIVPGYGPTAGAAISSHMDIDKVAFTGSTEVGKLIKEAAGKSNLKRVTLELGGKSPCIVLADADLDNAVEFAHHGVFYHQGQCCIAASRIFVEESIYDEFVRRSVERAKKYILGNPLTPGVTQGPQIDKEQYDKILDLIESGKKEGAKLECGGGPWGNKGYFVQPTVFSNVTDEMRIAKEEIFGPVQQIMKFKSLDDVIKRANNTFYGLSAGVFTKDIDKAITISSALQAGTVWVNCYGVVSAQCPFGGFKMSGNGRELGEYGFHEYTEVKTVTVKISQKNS
L3MBTL1 block – qHTS Assay for the Inhibitors of L3MBTL1; 0.66% of 230,000 active; AID 485360, 2010; Potency, µM (titrated, usually from 57.1 µM), inactives show at the top dose activity, negative = inhibition, actives largely listed as inhibitors; AlphaScreen L3MBTL1–H3K9me1 peptide binding; Lethal(3)malignant brain tumor-like protein 1 (Homo sapiens), Q9Y468; also: nearly all actives have a fitted effect of over 60% in size
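L3MBTL1 50 nM + b-AHA-H3(1-15)K9me1 75 nM, 30 min RT; compound added, 30 min RT; streptavidin donor/Ni-chelate acceptor beads 10 ug/mL each final, 30 min RT dark; AlphaScreen read.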
GLA spleen mod – qHTS Assay for Inhibitors and Activators of Human alpha-Galactosidase From Spleen Homogenate; Alpha-galactosidase A (Homo sapiens), P06280; 0.008% of 240,000 active; human spleen homogenate, 4MU-alpha-Gal fluorescence, 40 min; Potency, µM (doses to about 80 µM), inactives show at the highest dose activity change, negative = inhibition, actives largely listed as inhibitors;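 also: 0% = enzyme with vehicle and -100% = no enzyme basal signal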
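Fluorogenic readout (Ex 365/Em 440 nm) of 4-methylumbelliferone released from 1 mM 4-MU-alpha-galactoside by spleen homogenate, 40 min at 37C, pH 5.0. Data normalized to no-enzyme and enzyme controls; Hill-equation AC50 from compound titrations.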
TRb-SRC2 inh – qHTS for Inhibitors of the Interaction of Thyroid Hormone Receptor and Steroid Receptor Coregulator 2 | TRbeta-SRC2 peptide binding, fluorescence polarization; receptor liganded with 1 µM T3 | Potency, µM (highest dose often 106 µM), inactives show at the highest dose activity change, negative = inhibition, most hits filed as inhibitors | 0.065% of 280,000 active;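 also: plate controls were bound peptide for no effect and peptide without receptor for full effect; nearly all actives have a fitted effect of over 50% in size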
Target sequence (P10828 whole entry, looked up): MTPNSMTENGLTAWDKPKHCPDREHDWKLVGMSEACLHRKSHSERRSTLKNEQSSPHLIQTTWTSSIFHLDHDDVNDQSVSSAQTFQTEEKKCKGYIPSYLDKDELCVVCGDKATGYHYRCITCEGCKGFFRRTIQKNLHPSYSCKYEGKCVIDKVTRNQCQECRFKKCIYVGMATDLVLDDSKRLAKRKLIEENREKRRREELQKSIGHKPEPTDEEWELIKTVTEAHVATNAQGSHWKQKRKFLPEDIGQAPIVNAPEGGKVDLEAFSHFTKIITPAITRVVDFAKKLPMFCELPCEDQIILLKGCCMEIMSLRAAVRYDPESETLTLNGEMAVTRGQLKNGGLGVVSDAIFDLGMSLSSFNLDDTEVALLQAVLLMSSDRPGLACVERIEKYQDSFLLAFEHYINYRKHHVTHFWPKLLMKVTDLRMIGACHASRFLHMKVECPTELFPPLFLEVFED
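Human TRb ligand-binding domain (0.6 uM) is mixed with 20 nM Texas Red SRC2 peptide and 1 uM T3; after compound addition and 5 hr at ambient temperature, polarization is measured and normalized to unbound and bound controls.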
Starred values were filed as active, the others as inactive; ? = inconclusive; · = no result given; & = joins results of further samples; [ ] = another dose, or the depositor's remark. Unless noted, calls follow the shape of the dose curve; as a rule, active = well fitted curve in the direction sought with a large enough effect; inconclusive = small, poorly fitted or top-dose-only effect, or another doubt; inactive = no such curve, though single readings can be large; an effect the other way counts as inactive or inconclusive. Unless noted, % is scaled to controls: 0 for no effect and ±100 for the full control effect; potency is read from the fitted curve at half-maximal effect.

SMILES	TR SRC2 fluor cs	ALDH1A1 block	L3MBTL1 block	GLA spleen mod	TRb-SRC2 inh
CCCOc1nn(C(=O)NS(=O)(=O)c2ccccc2C(=O)OC)c(=O)n1C	-4.3%[201 µM]	·	·	·	-0.6%[201 µM]
CCO/N=C(\CC)C1=C(O)CC(c2c(C)cc(C)cc2C)CC1=O (centres undefined)	-0.4%[201 µM]	·	·	·	-1.9%[201 µM]
O=[N+]([O-])/N=C1\NCCN1Cc1ccc(Cl)nc1	-0.3%[201 µM]	·	·	·	1.2%[201 µM]
O=C(Nc1ccccc1)N1CC[C@@]2(CCCNC2)C1	·	-2.9%	·	6.1%	·
O=C(Nc1ccccc1)N1CCC2(CC1)CCN(C(=O)Oc1ccccc1)CC2	·	6.5%	·	0.6%	·
COc1ccc(NC(=O)N2CCCC3(CCN(C(=O)Oc4ccccc4)CC3)C2)cc1	·	?	·	-4.7%	·
c1ccc(N2CC[C@@]3(CCCNC3)C2)cc1	·	?	·	-5.8%	·
O=C(Oc1ccccc1)N1CCC[C@@]2(CCN(Cc3ccccc3)C2)C1	·	3.6%	·	0.5%	·
O=C(Oc1ccccc1)N1CCC2(CCN(Cc3nccs3)CC2)CC1	·	-10.1%	·	0.6%	·
Cc1nc2cnc(N3CCNCC3)nc2n(C)c1=O	·	?	·	-3.0%	·
O=C(Oc1ccccc1)N1CCC2(CCCN(C(c3ccccc3)c3ccccc3)C2)CC1	·	9.4%	·	-7.6%	·
CC(C)CN1CC2(CCN(C(=O)Oc3ccccc3)CC2)C1	·	-0.2%	·	8.9%	·
c1csc(CN2CC[C@@]3(CCCNC3)C2)n1	·	22.4µM*	·	-1.0%	·
O=C(c1ccco1)N1CCC[C@@]2(CCN(Cc3ccncc3)C2)C1	·	10µM*	·	-5.2%	·
O=C(c1ccco1)N1CCC2(CC1)CN(Cc1ccncc1)C2	·	12.6µM*	·	-6.6%	·
CN1CCN(c2ncc3ncc(=O)n(C)c3n2)CC1	·	?	·	27.8%	·
CS(=O)(=O)N1CCC2(CC1)CN(Cc1ccncc1)C2	·	?	·	3.4%	·
COc1ccc(NC(=O)N2CC3(CCN(C(=O)Oc4ccccc4)CC3)C2)cc1	·	?	·	14.8%	·
CN1CC[C@@]2(CCCN(C(=O)c3csnn3)C2)C1	·	4.4%	·	9.9%	·
COCC(=O)N1CCC2(CCCN(Cc3ccncc3)C2)CC1	·	?	·	11.1%	·

Taken from the entries so far (nine entries):
SMILES	TR SRC2 fluor cs	ALDH1A1 block	L3MBTL1 block	GLA spleen mod	TRb-SRC2 inh
CCCOc1nn(C(=O)NS(=O)(=O)c2ccccc2C(=O)OC)c(=O)n1C	-4.3%[201 µM]	·	·	·	-0.6%[201 µM]
CCO/N=C(\CC)C1=C(O)CC(c2c(C)cc(C)cc2C)CC1=O (centres undefined)	-0.4%[201 µM]	·	·	·	-1.9%[201 µM]
O=[N+]([O-])/N=C1\NCCN1Cc1ccc(Cl)nc1	-0.3%[201 µM]	·	·	·	1.2%[201 µM]
O=C(Nc1ccccc1)N1CC[C@@]2(CCCNC2)C1	·	-2.9%	·	6.1%	·
O=C(Nc1ccccc1)N1CCC2(CC1)CCN(C(=O)Oc1ccccc1)CC2	·	6.5%	·	0.6%	·
COc1ccc(NC(=O)N2CCCC3(CCN(C(=O)Oc4ccccc4)CC3)C2)cc1	·	?	·	-4.7%	·
c1ccc(N2CC[C@@]3(CCCNC3)C2)cc1	·	?	·	-5.8%	·
O=C(Oc1ccccc1)N1CCC[C@@]2(CCN(Cc3ccccc3)C2)C1	·	3.6%	·	0.5%	·
O=C(Oc1ccccc1)N1CCC2(CCN(Cc3nccs3)CC2)CC1	·	-10.1%	·	0.6%	·

Next section
SMILES	TR SRC2 fluor cs	ALDH1A1 block	L3MBTL1 block	GLA spleen mod	TRb-SRC2 inh
O=C1C[C@@H]2OCC=C3CN4CC[C@]56c7ccccc7N1[C@@H]5[C@@H]2[C@H]3C[C@H]46 (tested in a mixture with another compound)	-1.3%	-6.5%[13.5 µM]	·	·	14.7%
C[C@H]1C/C=C/[C@@H]2[C@@H]3O[C@]3(C)[C@@H](C)[C@H]3[C@H](Cc4ccccc4)NC(=O)[C@]32OC(=O)O/C=C/[C@](C)(O)C1=O	0.1%	·	·	-6.9%	2.8%
CC(=O)[C@H]1CC[C@H]2C3CC[C@H]4C[C@](C)(O)CC[C@]4(C)C3CC[C@]12C (some centres undefined)	-2.7%	·	·	3.4%	-2.7%
CN(C)C(=O)Nc1ccc(-n2nc(C(C)(C)C)oc2=O)c(Cl)c1	1.4%	·	·	1.8%	-0.8%
CC(C)C[C@H](NC(=O)[C@H](CC(C)C)NC(=O)[C@H](Cc1ccccc1)NC(=O)[C@@H](N)Cc1ccc(O)cc1)C(=O)N[C@@H](CCCN=C(N)N)C(=O)N[C@@H](CC(N)=O)C(=O)N1CCC[C@H]1C(=O)O	-3.1%	·	·	-15.1%	0.2%
Clc1c(Cl)c(Cl)c(Cl)c(Cl)c1Cl	3.5%	·	·	-1.7%	-3.6%
CC(C)(C)OC(=O)c1ncn2c1[C@@H]1CCCN1C(=O)c1c(Br)cccc1-2	-8.9%&-0.1%	·	·	-6.0%	0.2%&3.2%
Cc1ccc2c(c1)Cc1c(C(=O)NN3CCCCC3)nn(-c3ccc(Cl)cc3Cl)c1-2	0.1%	·	·	8.3%	2.8%
OCC(Br)(Br)Br	3.5%	·	·	-8.1%	1.4%
O=C(O)c1ccc(-c2ccc3cc(C45CC6CC(CC(C6)C4)C5)c(O)cc3c2)cc1	?	·	·	-7.3%	·
COc1ccc(CC2NCCc3cc(OC)c(OC)cc32)cc1OC (centres undefined)	-4.2%	·	·	-0.4%	7.1%
COCC(C)N(C(=O)CCl)c1c(C)csc1C (centres undefined)	?	·	·	-5.9%	-13.7%
Cc1cc([C@@H]2CCCN2C)on1	1.0%	·	·	-4.4%	2.8%
N#CN=C1SCCN1Cc1ccc(Cl)nc1	-1.1%	·	·	4.3%	-7.6%
O=C(NC1CCCCC1)c1cn(CCN2CCOCC2)c2cc(Cl)ccc2c1=O	0.1%	·	·	3.9%	10.0%
CCN(CC)CCCCN1c2ccccc2Oc2ccc(Cl)cc21	-4.9%	·	·	-8.7%	1.5%
C[C@H]1CC[C@@H]2[C@@H](C)[C@H]3C(CC4C5CC=C6CC(O[C@@H]7O[C@H](CO)C(O[C@@H]8O[C@@H](C)[C@H](O)[C@@H](O)[C@H]8O)[C@H](O)[C@H]7O[C@@H]7O[C@@H](C)[C@H](O)[C@@H](O)[C@H]7O)CC[C@]6(C)C5CC[C@@]43C)N2C1 (some centres undefined)	-1.4%	·	·	-0.7%	-9.9%
O=C(N[C@@H]1CN2CCC1CC2)c1cc(Cl)cc2[nH]cnc12	6.6%	·	·	2.2%	-2.0%
NCCNC[C@@H](N)CCCN=C(N)N[N+](=O)[O-]	-2.5%	·	·	15.0%	-1.4%
C=C(C)C1CCC(C)=CC1c1c(OC)cc(C)cc1OC (centres undefined)	-1.8%	·	·	-0.6%	3.1%
C[C@]12O[C@H](C[C@@]1(O)C(=O)O)n1c3ccccc3c3c4c(c5c6ccccc6n2c5c31)CNC4=O	-6.9%	·	·	3.2%	6.3%
CC(C)Oc1cc(-n2nc(C(C)(C)C)oc2=O)c(Cl)cc1Cl	-1.0%	·	·	-10.1%	-2.9%
CC(C)CCNC(=O)CNC(=O)[C@@H](C)NC(=O)[C@@H](N)Cc1ccc(O)cc1	2.7%	·	·	-15.4%	9.2%
O=c1[nH]c2ccccc2n1C1CCN(Cc2ccc(-c3[nH]c4cc5ncnc5cc4nc3-c3ccccc3)cc2)CC1	-9.4%	·	·	4.3%	3.9%
CCOC(=O)C(SP(=S)(OC)OC)c1ccccc1 (centres undefined)	-4.3%	·	·	10.7%	-3.1%
CNCC(N)C(=O)O (centres undefined)	-2.3%	·	·	-17.9%	-5.0%
N#Cc1cc(Br)c(O)c(Br)c1	4.5%	·	·	-5.2%	-0.3%
CCCCOC(=O)N(C)SN(C)C(=O)Oc1cccc2c1OC(C)(C)C2	-2.1%	·	·	5.5%	-1.7%
OC12C3C4CC5C6C4C1C6C(C53)N2CCc1cccc(F)c1 (centres undefined)	5.3%	·	·	-10.4%	6.7%
O=P1(Oc2ccccc2)CC(O)C(O)C(COCc2ccccc2)O1 (centres undefined)	-0.9%	·	·	-3.3%	-0.7%
CCOc1cncc(/C=C/CCNC)c1	-4.0%	·	·	1.7%	1.2%
NCC[C@H](NC(=O)[C@@H](N)CCCN=C(N)N[N+](=O)[O-])C(N)=O	-3.3%	·	·	1.0%	-5.8%
CO[C@H]1[C@@H](O)[C@@H](C)O[C@H](O[C@H]2[C@H](Oc3cccc4c(O)c5c(=O)oc6ccc(C)c7c(=O)oc(c34)c5c67)O[C@H](C)[C@H](O)[C@@H]2O)[C@@H]1O	-5.1%	·	·	4.3%	-3.8%
O=C1NC(=O)c2c1c1c3ccccc3n3c1c1c2c2ccccc2n1C1CCC3O1	-3.1%	·	·	-16.2%	4.4%
O=C(Nc1ccccc1-c1ccc(Cl)cc1)c1cccnc1Cl	0.2%	·	·	-3.4%	2.1%
CCN1C[C@]2(C)CCC(OC)[C@@]34C5C[C@@H]6CC[C@@](O)(C5C(=O)O6)[C@@H](C(O)C23)[C@@H]14 (some centres undefined)	-0.5%	·	·	9.9%	-9.4%
CSCC[C@H](NC(=O)[C@@H](NC(=O)CNC(=O)[C@H](CC(=O)O)NC(=O)[C@H](CCSC)NC(=O)[C@@H](N)Cc1ccc(O)cc1)[C@@H](C)O)C(=O)N[C@@H](CO)C(=O)N[C@@H](CCC(N)=O)C(=O)N[C@H](C(=O)O)C(C)C	5.3%	·	·	-1.2%	-0.8%
O=C=NCCCCN=C=O	-3.4%	·	·	-2.3%	-5.2%
CC(C)OC(=O)C(O)(c1ccc(Cl)cc1)c1ccc(Cl)cc1	1.4%	·	·	1.3%	-7.8%
CC1=C[C@H]2[C@]3(O)C(C=C(CO)C[C@]2(O)C1=O)[C@@H]1C(C)(C)[C@]1(O)[C@H](O)[C@H]3C (some centres undefined)	0.3%	·	·	-8.0%	7.1%
CCOP(=S)(OCC)Oc1cc(C)nc(N(CC)CC)n1	-1.3%	·	·	0.5%	0.9%
COC(=O)C1=C(c2ccc(OC(F)(F)F)cc2)C[C@@H]2CC[C@H]1N2C(=O)NCc1cccc2ccccc12	·	·	-4.9%	·	·
COC(=O)C1=C(c2ccc(C(C)=O)cc2)C[C@@H]2CC[C@H]1N2C(=O)N1CCCC1	·	·	16.7%	·	·

Assay outcomes from PubChem BioAssay.

Not all compounds are listed, so the mix of outcomes need not match the whole.
